Bioassay records: PubChem, Johns Hopkins Ion Channel Center
RGS4 pot: potentiators or activators of RGS4; B-score at 10 µM; 0.92% of 310,000 active; HEK293 M3R/inducible RGS4, carbachol calcium flux Fluo4; active compounds read low;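 active means B-score of the integrated calcium signal more than 4 SD below the library mean, with starting fluorescence not abnormally high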;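 further: negative B-score means reduced calcium response which marks RGS4 activation or potentiation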
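test system = HEK293 cells with stable M3R and inducible RGS4 | schedule = recording 10 s baseline at 1 Hz, 100 s post-agonist | technique = Fluo4-AM (2 µM) calcium-flux fluorescence, kinetic read | measure = Agonist-evoked peak-minus-minimum fluorescence over baseline, integrated ratio, B score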
TMEM16A inh: inhibitors of mouse TMEM16A calcium-activated chloride channel; normalized B-score (activity score, 25-100; higher = stronger inhibition) at 10 µM; HEK293 TMEM16A/YFP iodide influx fluorescence, ionomycin; 1.2% of 310,000 active;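 active means ratio plate-corrected score three or more library SD toward inhibition, starting fluorescence score within five deviations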;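 further: score derived from kinetic fluorescence span divided by baseline fluorescence per well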
MrgX1 allo act: allosterically activates human MrgX1 receptor signaling; Q96LB2; MrgX1-HEK293, Fluo-4 calcium flux, FDSS; active compounds read high; B-score at 10 µM; 0.63% of 310,000 active;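 active means plate-corrected calcium response at least 3 library SD above typical, normal starting fluorescence, not activating the receptor alone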;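 further: compound read alongside a low EC10 to EC30 dose of BAM8-22 agonist; peak minus trough fluorescence over baseline measured at the second addition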
KCNK3 block: human KCNK3 channel inhibition, primary screen; O14649; CHO-KCNK3 thallium flux, FluxOR fluorescence; active compounds read low; B-score at 10 µM; 0.84% of 340,000 active; AID 602410;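 active means B-score under library mean minus 4 SD, starting fluorescence ratio at most library mean plus 5 SD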;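 further: more negative B-score means stronger inhibition of thallium flux through KCNK3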
hERG rescue: shields human hERG channel from block by proarrhythmic agents | 0.51% of 310,000 active | activation (rescue from dofetilide block), less the hit threshold, % at 10 µM | CHO-hERG, FluxOR thallium flux, dofetilide IC70 present;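 active means activation above the mean of controls blocked by dofetilide plus 5 SD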;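 further: thallium influx through hERG after potassium depolarization seen as dye fluorescence rise; in these data hits start at about 4.7%; inactives centre near -7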
MrgX1 agonist: activates human MrgX1 receptor signaling. B-score at 10 µM. Q96LB2. AID 588627. 0.44% of 310,000 active. MrgX1-HEK293 cells, Fluo-4 calcium fluorescence, agonist mode; active compounds read high;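 active means calcium response B-score plate-corrected fluorescence ratio at least 3 library SD, with starting fluorescence B-score inside 5 SD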
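Material – MrgX1-expressing HEK293 cells · Input – 15,000 cells seeded per well · Dosing – compound as first of three additions · Times – overnight seeding, then 1 h dark dye loading · Measured by – kinetic Fluo-4 NW fluorescence of intracellular calcium · Read-out – B-scored fluorescence response ratio · Benchmarks – positive and negative control wells on each plate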
RGS4 inh: human RGS4 inhibition. 0.45% of 310,000 active. B-score at 10 µM. HEK293 M3R/RGS4 inducible, Fluo-4 calcium flux; active compounds read high; triggered by carbachol at its EC20. AID 463165;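 active means B-score, a plate-corrected calcium signal, over three deviations above library mean, with baseline fluorescence within five deviations of library mean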;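 further: RGS4 expression induced by doxycycline in cells with stable M3 receptor; B-score is computed from the integrated fluorescence ratio over baseline after carbachol; higher B-score means a larger calcium signal and so more RGS4 inhibition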
KCNQ1 block: human KCNQ1 channel inhibition; AID 2642; B-score at 10 µM; CHO-K1 KCNQ1, FluxOR thallium flux fluorescence; active compounds read high; 1.3% of 310,000 active; P51787;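 active means compounds whose thallium flux B-score, printed positive for inhibition, exceeds three library SD while starting fluorescence stays within three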;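 further: channel opened by potassium depolarization with thallium stimulus after 20 min compound exposure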
Target sequence (P51787 whole entry, looked up): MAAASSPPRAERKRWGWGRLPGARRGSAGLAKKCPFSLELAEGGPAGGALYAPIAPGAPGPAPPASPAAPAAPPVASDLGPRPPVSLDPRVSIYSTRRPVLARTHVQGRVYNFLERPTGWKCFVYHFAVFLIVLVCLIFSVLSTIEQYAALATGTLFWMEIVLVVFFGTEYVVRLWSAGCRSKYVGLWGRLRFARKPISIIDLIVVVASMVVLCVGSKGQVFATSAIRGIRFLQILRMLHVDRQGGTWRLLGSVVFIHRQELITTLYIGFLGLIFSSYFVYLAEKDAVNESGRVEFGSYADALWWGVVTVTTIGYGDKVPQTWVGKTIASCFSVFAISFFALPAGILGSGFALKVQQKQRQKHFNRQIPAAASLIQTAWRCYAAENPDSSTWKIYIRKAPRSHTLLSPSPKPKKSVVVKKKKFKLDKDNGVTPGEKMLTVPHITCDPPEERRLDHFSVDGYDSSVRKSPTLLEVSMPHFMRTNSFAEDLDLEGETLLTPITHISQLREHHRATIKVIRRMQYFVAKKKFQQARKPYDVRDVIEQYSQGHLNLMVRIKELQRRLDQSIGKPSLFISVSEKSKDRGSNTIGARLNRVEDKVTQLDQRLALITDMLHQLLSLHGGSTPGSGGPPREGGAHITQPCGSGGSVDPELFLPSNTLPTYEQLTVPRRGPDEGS
KCNQ1 act: potentiates or activates the human KCNQ1 potassium channel; P51787; B-score at 10 µM; 0.35% of 310,000 active; CHO-K1 KCNQ1, thallium flux FluxOR fluorescence; active compounds read high;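 active means fluorescence ratio B-score, a plate-corrected score, at least three library SD, with initial intensity B-score within 5 SD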
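assay system = KCNQ1-transfected CHO-K1 cells | medium = assay buffer with matched DMSO | probe or stimulus = depolarizing K+/Tl+ stimulus, K2SO4 and Tl2SO4 each 12.5 mM in 5x stock | dosing = single dose | incubation = dye 90 min, compound 20 min, room temperature | detection = kinetic FluxOR fluorescence, 10 s baseline plus 110 s post-stimulus | evaluation = ratio B score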
KCNK9 inh: inhibitors of human KCNK9 two-pore domain potassium channel; B-score at 10 µM; Q9NPC2; HEK293 KCNK9, FluxOR thallium flux fluorescence; active compounds read low; 1.2% of 310,000 active;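 active means ratio B-score over 3 SD below the library mean, with starting fluorescence within 5 SD of its mean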;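 further: negative B-score means less thallium flux so channel inhibition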
Target sequence (Q9NPC2 whole entry, looked up, the tested form may be a part): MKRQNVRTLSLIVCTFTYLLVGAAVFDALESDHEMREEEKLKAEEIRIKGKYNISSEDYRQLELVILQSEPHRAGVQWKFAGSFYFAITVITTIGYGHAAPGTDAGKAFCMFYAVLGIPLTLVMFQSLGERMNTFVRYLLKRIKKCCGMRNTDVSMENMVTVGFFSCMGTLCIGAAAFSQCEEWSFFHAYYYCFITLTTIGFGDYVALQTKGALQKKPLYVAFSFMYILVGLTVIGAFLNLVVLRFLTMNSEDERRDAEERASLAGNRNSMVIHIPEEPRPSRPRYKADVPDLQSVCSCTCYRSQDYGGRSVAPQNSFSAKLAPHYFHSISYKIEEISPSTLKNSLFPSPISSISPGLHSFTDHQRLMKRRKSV
ANO1 activ: activates or potentiates the mouse TMEM16A chloride channel. 0.3% of 340,000 active. Q8BHY3. HEK293 TMEM16A/YFP-H148Q/I152L, iodide quench fluorescence; active compounds read low. B-score at 10 µM;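 active means fluorescence-ratio B-score plate-corrected deviation score at least 3 library SD below zero, with starting fluorescence score within 5 deviations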;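 further: channel opened by trigger with iodide after compound preincubation; score built on the fluorescence ratio of max minus min over baseline; more negative score means more quench and so TMEM16A activation or potentiation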
* = called active by the depositor; i = inactive; · = not tested or not shown.

Values run as follows: RGS4 pot, TMEM16A inh, MrgX1 allo act, KCNK3 block, hERG rescue, MrgX1 agonist, RGS4 inh, KCNQ1 block, KCNQ1 act, KCNK9 inh, ANO1 activ
> O=C(ONC1=NCCCCC1)c1c(F)cccc1F
    i, i, i, i, -6, i, i, i, i, i, i
> CCN(CC)S(=O)(=O)c1cccc(NC(=O)COC(=O)c2cc(=O)c3ccccc3o2)c1
    i, i, i, i, -7, i, i, i, i, i, i
> Cc1ccc2nc(-c3ccc(NS(=O)(=O)c4ccc(F)c(F)c4)cc3)sc2c1
    i, i, i, i, -3, i, i, i, i, i, i
> CCN(CC)S(=O)(=O)c1cccc(C(=O)N/N=C/c2ccc(OC)c(O)c2)c1
    i, i, i, i, -3, i, i, i, i, i, i
> CC1CCC(C(C)C)C(OC(=O)COC(=O)c2ccc(N)cc2)C1 (stereo not drawn)
    i, i, i, i, -3, i, i, i, i, i, i
> Cc1ccc(NC(=O)c2cccs2)cc1NC(=O)c1ccc(F)cc1
    i, i, i, i, -7, i, i, i, i, i, i
> Cc1ccc(NC2CCCN(C(=O)CN3C(=O)CSC3=O)C2)cc1C (stereo not drawn)
    i, i, i, i, -13, i, i, i, i, i, i
> O=C(Nn1cnc2ccccc2c1=O)C1CCCCC1
    i, i, i, i, -2, i, i, i, i, i, i
> Cc1ccc(C)c(S(=O)(=O)N2CCN(C(=O)c3cc(-c4cccs4)nn3-c3ccccc3)CC2)c1
    i, i, i, i, -15, i, i, 9*, i, i, i
> COC(=O)c1ccc(N/C=C/C(=O)c2ccc(OC)c(OC)c2)cc1
    i, i, i, i, -5, i, i, i, i, i, i
> CC(C)[C@@H](C(=O)N1CCN(Cc2ccc3c(c2)OCO3)CC1)n1nnc2ccccc2c1=O
    i, i, i, i, -15, i, i, i, i, i, i
> COc1ccc(CCNC(=O)CSc2nnnn2C)cc1OC
    i, i, i, i, -20, i, i, i, i, i, i
> Cc1[nH]c2ccccc2c1/C=N/NC(=O)CCC(=O)NCc1ccccc1
    i, i, i, i, -5, i, i, i, i, i, i
> CCOc1ccc(CCNC(=O)CCn2cccc2)cc1OCC
    i, i, i, i, -5, i, i, i, i, i, i
> COc1ccc(C(=O)Nc2ccccc2N2CCCC2)cc1S(=O)(=O)N1CCOCC1
    i, i, i, i, -8, i, i, i, i, i, i
> C=CCN1C(=O)C(CC(=O)Nc2ccc(OCCC)cc2)N(CCCN2CCN(Cc3ccccc3)CC2)C1=S (stereo not drawn)
    i, i, 9.4*, i, -18, i, i, i, i, i, i
> Cc1cc(C(=O)N/N=C/c2cc(Br)cc(Br)c2OC(=O)c2ccccc2)n[nH]1
    i, i, i, ·, -10, i, i, i, i, i, ·
> COC(=O)C1=C(C)N=c2s/c(=C/c3ccoc3)c(=O)n2C1c1ccccc1 (stereo not drawn)
    i, i, i, i, -18, i, i, 9*, i, i, i
> CCOC(=O)c1cnc(-n2nc(C)cc2C)nc1Nc1ccc(O)cc1
    i, i, i, i, -10, i, i, i, i, i, i
> CN1CCN(S(=O)(=O)c2ccc(=O)[nH]c2)CC1
    i, i, i, i, -11, i, i, i, i, i, i
> O=C(CCl)N(c1ccccc1)c1c[nH]c2ccccc12
    i, i, i, i, -3, i, i, i, i, i, i
> O=C(COc1cc(Cl)c(Cl)cc1Cl)Nn1cnnc1
    i, i, i, i, -12, i, i, i, i, i, i
> CCOC(=O)/C(CCC[N+](C)(CC)CC)=N\O
    i, i, i, i, -7, i, i, i, i, i, i
> Cc1cc(SCC(=O)Nc2cccc(S(=O)(=O)N3CCOCC3)c2)nc2ccccc12
    i, i, i, i, -11, i, i, i, i, i, i
> CN(CCC#N)C(=O)CSc1nnc(-c2c[nH]c3ccccc23)o1
    i, i, i, i, 2, i, i, i, i, i, i
> Cc1cc(SCC(=O)c2cc3ccccc3o2)nc2ccccc12
    i, i, i, i, -6, i, i, i, i, i, i
> O=C(c1ccc(F)cc1Cl)N(c1ccccn1)C1CCCCC1
    i, i, i, i, -9, i, i, i, i, i, i
> COC(=O)c1ccc(Cn2cc(C(F)(F)F)cc([N+](=O)[O-])c2=O)cc1
    i, i, i, i, -5, i, i, i, i, i, i
> CC(=O)N(C)/C=C1\Sc2ccccc2C1=O
    i, i, i, i, -12, i, i, i, i, i, i
> Cc1ccc2nc(/C(C#N)=C/c3ccccc3C(=O)O)[nH]c2c1
    i, i, i, i, 0, i, i, i, i, i, i
> Cc1cc(CN2CCC(n3nccc3NC(=O)c3ccccc3C)CC2)n[nH]1
    i, i, i, i, -6, i, i, i, i, i, i
> c1ccc(CNc2nc3ccccc3n3cnnc23)cc1
    i, i, i, i, -9, i, i, i, i, i, i
> COc1ccc(-n2c(Cc3cccn3C)nnc2SCC(=O)NCC2CCCO2)cc1 (stereo not drawn)
    i, i, i, i, -6, i, i, i, i, i, i
> CS/C(=N\S(=O)(=O)c1ccccc1)c1ccccc1
    i, i, i, i, -4, i, i, i, i, i, i
> Cc1ccc2oc(=O)c(/C=C(\O)c3cccs3)nc2c1
    i, i, i, i, -9, i, i, i, i, i, i
> C/C(=N/NC(=O)c1ccc(C)s1)c1ccncc1
    i, i, i, i, -8, i, i, i, i, i, i
> COc1ccccc1-c1noc2ncnc(Nc3ccc4c(c3)OCO4)c12
    i, i, i, i, 2, i, i, i, i, i, i
> COc1ccc(C=C(c2nc3ccccc3s2)c2nc3ccccc3s2)cc1O
    i, i, i, i, -12, i, i, i, i, i, i
> CCN(CC)S(=O)(=O)c1ccc(C(=O)NCC(=O)NC2CC2)cc1
    i, i, i, i, -4, i, i, i, i, i, i
> Nc1nc(-c2ccc(Oc3ccccc3)cc2)c(CC(=O)O)s1
    i, i, i, i, -5, i, i, i, i, i, i

Profiles as entered above.
`C/C(=N/NC(=O)c1ccc(C)s1)c1ccncc1` is entered as RGS4 pot = i; TMEM16A inh = i; MrgX1 allo act = i; KCNK3 block = i; hERG rescue = -8; MrgX1 agonist = i; RGS4 inh = i; KCNQ1 block = i; KCNQ1 act = i; KCNK9 inh = i; ANO1 activ = i
`Cc1cc(SCC(=O)Nc2cccc(S(=O)(=O)N3CCOCC3)c2)nc2ccccc12` is entered as RGS4 pot = i; TMEM16A inh = i; MrgX1 allo act = i; KCNK3 block = i; hERG rescue = -11; MrgX1 agonist = i; RGS4 inh = i; KCNQ1 block = i; KCNQ1 act = i; KCNK9 inh = i; ANO1 activ = i

Remaining list, next part.
Values run as follows: RGS4 pot, TMEM16A inh, MrgX1 allo act, KCNK3 block, hERG rescue, MrgX1 agonist, RGS4 inh, KCNQ1 block, KCNQ1 act, KCNK9 inh, ANO1 activ
> COc1ccc(C(=O)Nc2ccc(NC(=O)C(C)C)nc2)cc1
    i, i, i, i, 2, i, i, i, i, i, i
> COCC1CCCN(Cc2cn[nH]c2-c2cc3ccccc3o2)C1 (stereo not drawn)
    i, i, i, i, -12, i, i, i, i, i, i
> CC1(c2ccccn2)Nc2ccccc2-c2nc3ccccc3n21 (stereo not drawn)
    i, i, i, i, -16, i, i, i, i, i, i
> CC(=O)C1=C(O)CC(c2ccccc2)CC1=NCCc1c(C)[nH]c2ccc(C)cc12 (stereo not drawn)
    i, i, i, i, -10, i, i, i, i, i, i
> CN1CCN(c2ccccc2NC(=O)C(Cc2ccccc2)n2cccc2)CC1 (stereo not drawn)
    i, i, i, i, -5, i, i, i, i, i, i
> COc1ccc(N(CC(=O)Nc2ccc(S(=O)(=O)N3CCOCC3)cc2)S(=O)(=O)c2ccc(F)cc2)cc1
    i, i, i, i, -6, i, i, i, i, i, i
> CCCN(CC(=O)Nc1cc(Cl)ccc1Cl)C(=O)/C=C/c1ccco1
    i, i, i, i, -12, i, i, i, i, i, i
> Cc1ccc(NC(C#N)c2ccccc2OCc2ccccc2)cc1 (stereo not drawn)
    i, i, i, i, -11, i, i, i, i, i, i
> CC(NC(=O)CSCc1ccccc1Br)c1ccccc1 (stereo not drawn)
    i, i, i, i, -21, i, i, i, i, i, i
> CN(CCO)c1ccc(-c2n[nH]c(=O)c3ccccc23)cc1[N+](=O)[O-]
    i, i, i, i, -1, i, i, i, i, i, i
> O=C(OC1CCCCC1=O)c1cc(=O)c2ccccc2o1 (stereo not drawn)
    i, i, i, i, -10, i, i, i, i, i, i
> O=C(NCCN1CCOCC1)c1ccc(CS(=O)(=O)Cc2ccccc2F)o1
    i, i, i, i, -13, i, i, i, i, i, i
> CN(C)c1nc(C(N)=O)nc(N2CCOCC2)n1
    i, i, i, i, -5, i, i, i, i, i, i
> CC1CCCCN1C(=O)Cn1c(=O)oc2cc(S(=O)(=O)N3CCCC3)ccc21 (stereo not drawn)
    i, i, i, i, -14, i, i, i, i, i, i
> COc1ccc(/C=C/c2nc(S(=O)(=O)c3ccccc3)c(NCCCN(C)C)o2)cc1OC
    i, i, i, i, -6, i, i, i, i, i, i
> O=C(Nc1nc(-c2ccc(F)c(F)c2)cs1)c1cnccn1
    i, i, i, i, -7, i, i, i, i, i, i
> O=C(Nc1cccs1)Nc1ccccc1Cl
    i, i, i, i, -4, i, i, i, i, i, i
> CCOc1ccccc1NC(=O)COc1coc(CN2CCCc3ccccc32)cc1=O
    i, i, i, i, -11, i, i, i, i, i, i
> COc1ccccc1OCCNC(=O)c1ccc(Br)cc1
    i, i, i, i, -4, i, i, i, i, i, i
> CN1CCN(C2=C(Cl)C(=O)N(Cc3ccccc3)C2=O)CC1
    i, i, i, i, -8, i, i, i, i, i, i
> CCn1nc(C)cc1C(=O)N1CCCC(N2CCN(c3cccc(Cl)c3)CC2)C1 (stereo not drawn)
    i, i, i, i, -8, i, i, i, i, i, i
> COc1cccc(-c2cc(N)nn2C(=O)Nc2ccc(Cl)cc2)c1
    i, i, i, i, -6, i, i, i, i, i, i
> CCOC(=O)C1(CC2CCCCO2)CCN(Cc2cc(F)ccc2-n2cccn2)CC1 (stereo not drawn)
    i, i, i, i, -11, i, i, i, i, i, i
> COc1ccc(OC)c(/C=N/NC(=O)CC(=O)NCc2ccccc2)c1
    i, i, i, i, -3, i, i, i, i, i, i

Rows are unselected. Share with any hit: about 6.3%.
